Assay outcomes (PubChem BioAssay)
AmpC inh det: Promiscuous and Specific Inhibitors of AmpC Beta-Lactamase (assay with detergent); purified AmpC, nitrocefin hydrolysis with detergent; Potency, µM (series often up to 28.7 µM), inactives show at the top dose activity change, negative = inhibition; 0.09% of 71,000 active; active = well fitted curve in the direction sought with a large enough effect
Target sequence (P00811 whole entry, looked up): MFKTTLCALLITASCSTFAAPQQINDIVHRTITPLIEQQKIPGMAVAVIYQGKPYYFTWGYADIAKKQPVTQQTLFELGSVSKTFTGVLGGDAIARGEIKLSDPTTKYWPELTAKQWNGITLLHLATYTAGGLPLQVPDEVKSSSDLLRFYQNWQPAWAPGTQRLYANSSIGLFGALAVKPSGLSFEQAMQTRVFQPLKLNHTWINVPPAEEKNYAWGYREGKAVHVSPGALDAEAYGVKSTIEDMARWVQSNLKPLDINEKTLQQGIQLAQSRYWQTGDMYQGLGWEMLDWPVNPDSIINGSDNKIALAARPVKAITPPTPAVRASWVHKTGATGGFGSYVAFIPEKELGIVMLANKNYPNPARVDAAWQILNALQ
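E. coli AmpC (5.3 nM) in 20 mM phosphate pH 7.0 with 0.01% Triton X-100, preincubated 15 min RT with compound; nitrocefin (2 uL of 800 uM stock) hydrolysis followed by 480 nm absorbance every 20 s over 4 min.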
* marks the source's active call; other numbers are inactive results; [ ] = another dose, or the depositor's remark. % is set by controls: 0 for no effect and ±100 for the full control effect; potency is the fitted concentration of half-maximal effect. Some of the compounds tested; count on the stated rates, not on these rows.

SMILES	AmpC inh det
CCCNc1nc2c(c(=O)n(C)c(=O)n2C)n1CCc1ccccc1	10%
CCC/C=C(\CCC)C(NC(=O)CCc1ccccc1)c1ccc(C(F)(F)F)cc1 (centres undefined)	4%
O=C(CCNS(=O)(=O)c1cccc2nsnc12)NCCC1=CCCCC1	-2%
O=C1C2CC=CCC2C(=O)N1c1ccc(OCC(O)Cn2nnc3ccccc32)cc1 (centres undefined)	16%
O=C(O)CCSc1nc2ccc(Br)cc2[nH]1	-4%
COc1ccc2[nH]c(=O)c(CN(CCN(C)C)C(=O)NCc3ccccc3)cc2c1	-4%
O=C(OCCOCCO)c1ccccc1Nc1cccc(C(F)(F)F)c1	-2%[12.8 µM]
O=C(NCc1ccco1)c1ccc2c(c1)C(=O)N(Cc1ccccc1)C2=O	-1%
CCc1nnc(NC(=O)CN2CCN(c3nc(-c4ccccc4)cs3)CC2)s1	-3%
COc1ccc(C2CC(c3ccc(F)cc3)Nc3nc(N)nn32)cc1 (centres undefined)	14%
CN(C(=O)COC(=O)C1CCN(S(=O)(=O)c2cccs2)CC1)C1CCS(=O)(=O)C1 (centres undefined)	8%
O=C(CCC1CCCC1)NCCCN1CCOCC1	-7%
OC1(c2cccc(F)c2)CCN(Cc2ccncc2)CC1	1%
O=C(CSc1nnc(-c2cccs2)n1-c1ccccc1)N1CCOCC1	-5%
CS(=O)(=O)N(CCc1ccccc1)CC(=O)NCc1ccc2c(c1)OCO2	-3%
O=C(O)/C=C\C(=O)Nc1ccc2c(c1)C(=O)c1cc(F)ccc1-2	-5%[5.75 µM]
O=C1NC(=O)C2(CCc3ccccc32)N1 (centres undefined)	-4%
Cc1sc2ncn(-n3c(C)ccc3C)c(=O)c2c1C	-1%
COc1ccc(C[C@@H]2NC[C@H](O)[C@@H]2OC(C)=O)cc1	2%[12.8 µM]
COC(=O)CN(c1ccc2c(c1)OCO2)S(C)(=O)=O	-2%

Arranged by length of the SMILES (lowest first): some entries from above.
SMILES	AmpC inh det
O=C1NC(=O)C2(CCc3ccccc32)N1 (centres undefined)	-4%
O=C(O)CCSc1nc2ccc(Br)cc2[nH]1	-4%
COC(=O)CN(c1ccc2c(c1)OCO2)S(C)(=O)=O	-2%
O=C(CSc1nnc(-c2cccs2)n1-c1ccccc1)N1CCOCC1	-5%
COc1ccc(C[C@@H]2NC[C@H](O)[C@@H]2OC(C)=O)cc1	2%[12.8 µM]
O=C(NCc1ccco1)c1ccc2c(c1)C(=O)N(Cc1ccccc1)C2=O	-1%
COc1ccc2[nH]c(=O)c(CN(CCN(C)C)C(=O)NCc3ccccc3)cc2c1	-4%

New compounds follow.
SMILES	AmpC inh det
O=C(CN1C2CCCC1CC(NC(=O)c1ccco1)C2)Nc1ccccc1C(F)(F)F (centres undefined)	-3%
C=CCOC(=O)c1[nH]c2c(c1C)C(=O)CC(c1ccco1)C2 (centres undefined)	4%
COc1ccc(-c2oc3ncn(CCN4CCOCC4)c(=N)c3c2-c2ccc(OC)cc2)cc1	-4%
CC(C)Oc1cc(O)c2c(c1)OCC=C2CCC(=O)O	-3%[5.75 µM]
O=C(COc1ccccc1)Nc1ccccc1N1CCN(c2ccccc2)CC1	-3%
CCOc1ccc(S(=O)(=O)Nc2ccc(S(=O)(=O)N3CCOCC3)cc2)cc1	-5%
Cc1cc(Cl)c(S(=O)(=O)Nc2ccc3c(c2)OCCO3)cc1OCC(N)=O	-2%
Cc1nn(C)c(C)c1CN(C)C(=O)c1cc2nc(-c3ccco3)cc(C(F)(F)F)n2n1	-3%
COc1ccc(-c2cc(N)n(S(=O)(=O)c3c(F)c(F)c(F)c(F)c3F)n2)cc1OC	0%
CC(=O)NCCc1ccc(S(=O)(=O)Nc2cccnc2)cc1	-4%
COC(=O)C1C2c3ccccc3OC1(C)N=c1s/c(=C/c3cn(C)nc3C)c(=O)n12 (centres undefined)	-2%
CCc1ccccc1NC1=NCC(=O)N1C1CCCCC1	-2%
CSCCC1NC(=O)N(CC(=O)Nc2ccc(N3CCCCC3)cc2)C1=O (centres undefined)	-5%
COC(=O)c1ccccc1NC(=O)CSc1nc2ccccc2c(=O)[nH]1	-2%
CCOC(=O)c1cc(-c2nnc(SCC(=O)Nc3ccc(F)cc3)o2)c(C)nc1C	-1%
COc1ccccc1N1CCN(C(=O)CSc2ccc3c(C)cc(C)nc3n2)CC1	9%
COC(=O)c1cc(NC(=O)CN2C(=O)CSC2=O)ccc1Cl	-3%
COc1ccc(CCNC2CCN(C)CC2)cc1OC	-1%
Cc1ccc(-c2noc(C3CCCN(C(=O)c4ccccc4)C3)n2)o1 (centres undefined)	-2%
COc1ccc(Cl)cc1NC(=O)c1c(-c2ccccc2)noc1C	-7%
CC1=C(C(=O)NC2CCCC(C)C2C)C2(CCCCC2)OC1=O (centres undefined)	5%
COC(=O)CSc1ccccc1C(=O)OC	-4%
O=C(NCC1CCCO1)C1CCCCN1S(=O)(=O)c1ccc(F)cc1 (centres undefined)	12%
CN(C(=O)C12CC3CC(CC(C3)C1)C2)C1(C)CCS(=O)(=O)C1 (centres undefined)	-1%
O=C(Nc1nc(-c2nc3ccccc3s2)cs1)c1ccc(S(=O)(=O)N2CCOCC2)cc1	-3%
CC(C)(/C=N/O)/[N+]([O-])=C/C=[N+](\[O-])C(C)(C)/C=N/O	-1%
COc1cccc(Cn2c(=O)cnc3cnc(Oc4cccc(Cl)c4)nc32)c1	1%
Cc1ccc(-c2nnc(N(C)C(=O)c3ccccn3)s2)cn1	0%
COc1cccc(C2/C(=C(/O)c3ccncc3)C(=O)C(=O)N2CCCN(C)C)c1 (centres undefined)	0%
COc1cc(C(=O)Nc2ccc(S(=O)(=O)Nc3cc(C)on3)cc2)cc(OC)c1OC	3%
CO[C@@H]1/C=C\O[C@]2(C)Oc3c(C)c(O)c4c(O)c(c(CN(C)C)c(O)c4c3C2=O)NC(=O)/C(C)=C\C=C[C@@H](C)[C@@H](O)[C@H](C)[C@@H](O)[C@H](C)[C@H](OC(C)=O)[C@@H]1C	-5%[5.75 µM]
COc1ccc(-c2cc(CCCC(=O)NCCc3ccc(OC)cc3OC)no2)cc1	15%
Cn1c(=O)oc2cc(S(=O)(=O)N3CCCc4ccccc43)ccc21	9%
C=CCn1c(=O)n(CCC#N)c(=O)n(CCC#N)c1=O	-3%
O=C(NCC1CCNCC1)c1ccncc1	-3%
CN(Cc1ccccc1)S(=O)(=O)c1ccc2c(c1)OCCO2	-4%
COC(=O)[C@H](CCSC)NC(=O)NC1CCN(Cc2ccccc2)CC1	2%
C=C(C)Cn1c(CCCNC(=O)CCC)nc2ccccc21	-5%
Cc1[nH]nc2c1C1(CCOCC1)C(C#N)=C(N)O2	-1%
Cn1c(=O)[nH]c(=O)c2c1nc(NCCCn1ccnc1)n2Cc1ccc(F)cc1	0%

Taken from above:
Cn1c(=O)oc2cc(S(=O)(=O)N3CCCc4ccccc43)ccc21 in AmpC inh det is listed with 9%
COc1cccc(C2/C(=C(/O)c3ccncc3)C(=O)C(=O)N2CCCN(C)C)c1 (centres undefined) in AmpC inh det is listed with 0%

More structures
SMILES	AmpC inh det
COC(=O)c1ccc2c(c1)S(=O)(=O)NC(=NCc1ccco1)S2	2%
CNC(=O)NC1CCCc2ccccc21 (centres undefined)	4%
CC(C)CN1C(=O)NC(NC(=O)c2ccco2)(C(F)(F)F)C1=O (centres undefined)	0%
C=CCN1C(=O)C(O)(CC(=O)c2c(C)n[nH]c2C)c2cc(Br)ccc21 (centres undefined)	-7%
CC(C)CC(NC(=O)C1CCC(C)CC1)C(=O)N1CCN(c2ccccn2)CC1 (centres undefined)	14%
CCC(=O)N1CCCc2cc(S(=O)(=O)N3CCN(c4ccccc4F)CC3)ccc21	6%
COc1cc(C2C(C(=O)c3cccs3)=C(O)C(=O)N2Cc2ccco2)cc(OC)c1OC (centres undefined)	-1%
Cc1cc(-c2ccc(N)c(C)c2)ccc1N	-1%
COC(=O)[C@@]1(Cc2ccc(F)cc2)[C@H]2c3cc(C(=O)N4CCCC4)n(CCc4ccccn4)c3C[C@H]2CN1C(=O)c1ccccc1	0%
CCCCCn1c(N2CCC(C(N)=O)CC2)nc2c1c(=O)[nH]c(=O)n2C	-1%
Cc1ccc(C(=O)c2ccccc2C(=O)O)c(O)c1	-3%
Cc1cc(C)c(C#N)c(SCC(=O)OC2CCCCC2)n1	11%
O=C(NCc1ccc2c(c1)OCO2)c1ccc(COc2cccc(Cl)c2)o1	-2%
CN(C)CCCN1C(=O)C(=O)/C(=C(/O)c2ccc(OCc3ccccc3)cc2)C1c1cccnc1 (centres undefined)	11%
Cc1nc(NC(=O)CSc2ccccc2N)sc1C	7%
CCOc1ccc(Nc2cc(C)nc(-n3nc(C)cc3C)n2)cc1	-3%
C1=C(c2ccccc2)Nc2nnnn2C1	1%
CCc1c(C)nc2ncnn2c1N1CCC(C(=O)Nc2ccccc2)CC1	-1%
C=CCN(c1ccc(C(N)=O)cc1)S(C)(=O)=O	-1%
C=CCN=C(NC#N)SCc1ccccc1Cl	-6%

Of the compounds above, these contain a COOH group.
SMILES	AmpC inh det
O=C(O)CCSc1nc2ccc(Br)cc2[nH]1	-4%
O=C(O)/C=C\C(=O)Nc1ccc2c(c1)C(=O)c1cc(F)ccc1-2	-5%[5.75 µM]
CC(C)Oc1cc(O)c2c(c1)OCC=C2CCC(=O)O	-3%[5.75 µM]
Cc1ccc(C(=O)c2ccccc2C(=O)O)c(O)c1	-3%

Remaining list, next part:
SMILES	AmpC inh det
Cn1c(Cn2c(=O)sc3ccccc32)nnc1SCC(N)=O	31%
CN(C)C(=O)c1ccc(-c2nc(Nc3ccncc3)c3ccccc3n2)cc1	-7%
CCCC(=O)N1CCN(c2ccc(C(=O)c3ccc(OC)c(Br)c3)cc2F)CC1	-2%
COc1ccccc1CNC(=O)c1oc2ccc(S(=O)(=O)N3CCCC3)cc2c1C	-1%
COc1ccc(-c2nc(-c3ccc(Br)cc3)no2)c(OC)c1	-2%
CCOC(=O)CCc1nn(C)c(=O)c2ccccc12	11%
CCn1c(SCC(=O)Nc2sc(C)c(C)c2C#N)nnc1C(C)C	17%
Cc1ccccc1NC(=O)NCCCN1CCN(C2CCCCC2)CC1	-3%
CCCNS(=O)(=O)c1ccc(NC(=O)c2ccccn2)cc1	-3%
COc1ccccc1-c1nc(C#N)c(N2CCC(Cc3ccccc3)CC2)o1	-3%
COc1ccccc1CNC(=O)C1CCC(CNc2c(N3CCOCC3)c(=O)c2=O)CC1 (centres undefined)	12%
NC(=O)CSc1nnc(-c2ccc(S(=O)(=O)N3CCCC3)cc2)n1Cc1ccco1	2%
CCCCCCCC/C=C\CCCCCCCC(=O)N(CCO)CCO	-3%
COc1ccc2[nH]c3nc(SCc4nnc(-c5ccccc5)o4)nnc3c2c1	14%
COc1cccc(OC)c1OCCCOc1c(OC)cccc1OC	-1%
O=C(Cc1cccs1)NCc1ccncc1	1%
CCOC(=O)N1CCN(C(=O)c2nn(-c3cc(OC)cc(OC)c3)c(=O)c3ccccc23)CC1	-5%
Cc1cc(S(=O)(=O)N2CCN(Cc3ccc4c(c3)OCO4)CC2)cc(C)c1N1CCCC1=O	9%
O=C(N1CCN(c2ccccc2)CC1)C(F)(F)C(F)(F)F	1%
Cc1cc(C(=O)CSc2nn(-c3ccccc3)c(=S)s2)c(C)n1Cc1ccco1	-1%
O=C(c1ccco1)N1CCN(S(=O)(=O)c2ccc(S(=O)(=O)NC3CC3)cc2)CC1	-5%
Cc1cc(C)c(NC(=O)CSc2nnc(-c3ccco3)n2N)c(C)c1	-5%
Cc1c(NC(=O)CSc2ccc3c(c2)OCCO3)c(=O)n(-c2ccccc2)n1C	11%
O=C1C2C3C=CC(C2C(=O)N1CN1CCOCC1)C1C2C(=O)N(CN4CCOCC4)C(=O)C2C31 (centres undefined)	13%[5.75 µM]
CCn1c(N2CCN(CC(=O)c3c(C)n(C)c4ccccc34)CC2)nc2c1c(=O)[nH]c(=O)n2C	0%
N#CC1=C(SCc2ccccc2Cl)NC(=O)C(C(N)=O)C1 (centres undefined)	0%
CCCCn1c(SCC2CCCCO2)nc2cc(S(N)(=O)=O)ccc21 (centres undefined)	-1%
C[C@@H](NC(=O)/C(C#N)=C/c1ccc(O)c(O)c1)c1ccccc1	1%
COc1ccc(C2=CC(c3c(C)nn(-c4ccccc4)c3Cl)n3nnnc3N2)cc1OC (centres undefined)	-4%
CCn1c(/C(C#N)=C(\O)CCc2ccccc2)nc2ccccc21	14%
CCOc1ccc(Br)cc1S(=O)(=O)N1CC(C)OC(C)C1 (centres undefined)	-6%
CCn1c(SCC(=O)c2cc(C)n(-c3ccc(C(=O)OC)cc3)c2C)nnc1-c1cccnc1	-2%
COC(=O)c1ccccc1NC(=O)Cn1cnc2c1c(=O)n(C)c(=O)n2C	12%
CCOC(=O)c1ccc2[nH]c3c(c2c1)CCCCC3=O	-9%
O=C(OC(C(=O)NC1CCCC1)c1ccc(F)cc1)c1ccno1 (centres undefined)	9%
COc1cc(C(c2nnnn2C2CCCC2)N2CCc3ccccc3C2)ccc1O (centres undefined)	-1%
O=C(Nc1cccc(-c2nnn(CC(=O)N3CCc4ccccc4C3)n2)c1)C1CCC1	8%
CCOc1ccccc1NC(=O)Cn1nnc(C(=O)NCc2ccco2)c1N	-6%

Looked up by compound from the entries so far, three records:
SMILES	AmpC inh det
COc1cc(C(c2nnnn2C2CCCC2)N2CCc3ccccc3C2)ccc1O (centres undefined)	-1%
O=C(c1ccco1)N1CCN(S(=O)(=O)c2ccc(S(=O)(=O)NC3CC3)cc2)CC1	-5%
Cc1c(NC(=O)CSc2ccc3c(c2)OCCO3)c(=O)n(-c2ccccc2)n1C	11%
